Compound activity deposited in PubChem BioAssay by Broad Institute.
ERAP1 inh: ERAP1 (human) enzyme inhibition; inhibition, % at 10.7 µM; AID 652197; actives 0.15% (n = 340,000); recombinant ERAP1, Leu-AMC fluorescence, 60 min;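 active = mean replicate inhibition of at least 30%, or all replicates individually reaching that 30% level; inactive = mean below 30% and not every replicate reaching it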;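 note: 0% = neutral control wells and 100% = L-leucinethiol positive control wells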
CFTR F508del cor: CFTR F508del correction in bronchial cells. CFBE cells, YFP halide quenching; stimulated with forskolin plus potentiator P3; % fluorescence drop versus neutral controls. activity (quench increase), % at 7.58 µM. actives 0.36% (n = 350,000);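 active = mean added fluorescence quench of at least 8% versus neutral control, with both replicates also reaching 8%; inconclusive = only one of the mean or replicate conditions met; inactive = mean below 8% and not both replicates reaching 8%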;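 note: cells transiently co-express mutant CFTR-F508del with the halide-sensitive YFP; corrector assay measuring rescue of mutant channel to the surface after 24 h compound exposure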
SIRT5 block: blocks human SIRT5 desuccinylation of peptide. inhibition, % at 15 µM. AID 652115. Q9NXA8. actives 1.1% (n = 330,000). Purified SirT5, succinyl-peptide AMC, trypsin-coupled fluorescence; in the data active = inhibition above about 15%; inconclusive = no clear call, values can overlap the other calls
Target sequence (Q9NXA8 whole entry, looked up): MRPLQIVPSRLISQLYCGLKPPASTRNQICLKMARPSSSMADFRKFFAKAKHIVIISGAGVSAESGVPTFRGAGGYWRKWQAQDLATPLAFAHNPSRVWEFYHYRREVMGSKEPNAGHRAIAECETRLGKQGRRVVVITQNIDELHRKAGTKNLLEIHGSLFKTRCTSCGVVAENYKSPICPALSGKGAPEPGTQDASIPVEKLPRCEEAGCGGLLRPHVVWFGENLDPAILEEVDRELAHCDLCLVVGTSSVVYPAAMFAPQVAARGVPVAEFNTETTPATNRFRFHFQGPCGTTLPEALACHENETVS
ERp5 block: inhibitors of human ERp5; actives 0.05% (n = 350,000); ERp5 insulin aggregation, absorbance 650 nm, 90 min; Q15084; inhibition, % at 9.99 µM;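 active = mean replicate inhibition above about 25%, with every replicate also reaching it, limit read from the data, passing the limit was not always enough; inconclusive = only one of those two criteria met; inactive = neither criterion met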
Target sequence (Q15084 whole entry, looked up): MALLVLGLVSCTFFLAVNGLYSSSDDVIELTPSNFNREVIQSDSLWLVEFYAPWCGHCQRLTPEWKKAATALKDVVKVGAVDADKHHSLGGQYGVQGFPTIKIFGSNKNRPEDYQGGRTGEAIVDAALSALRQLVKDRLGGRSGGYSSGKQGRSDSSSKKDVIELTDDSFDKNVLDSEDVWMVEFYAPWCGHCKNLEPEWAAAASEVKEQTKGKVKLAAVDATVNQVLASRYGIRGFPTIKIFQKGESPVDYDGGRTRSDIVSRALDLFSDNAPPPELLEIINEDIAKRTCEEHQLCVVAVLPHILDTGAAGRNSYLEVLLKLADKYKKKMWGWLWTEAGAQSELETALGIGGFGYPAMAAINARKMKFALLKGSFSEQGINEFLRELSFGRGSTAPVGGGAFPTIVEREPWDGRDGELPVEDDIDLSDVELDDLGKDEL
miR122 inh: miR-122 inhibition in Huh7 cells. Huh7 miR-122 Renilla luciferase sensor, 48 h; neutral wells = 0, positive control = 100. activation (reporter increase), % at 12.5 µM. actives 0.3% (n = 340,000);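 active = mean replicate activation score at least 90 and every replicate individually at or above 90; inconclusive = only one of the two criteria met; inactive = neither criterion met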;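 note: higher luciferase means less miR-122 activity so hits act as miR-122 inhibitors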
Casp6 inh: blocks human caspase-6 cleavage activity. inhibition, % at 12.5 µM. actives 0.53% (n = 350,000). purified caspase-6, Z-VEID-R110 cleavage fluorescence. P55212;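 active = mean inhibition across replicates at least about 35%, with every replicate also reaching that limit, limit read from the data; inconclusive = only one of the two criteria met; inactive = neither criterion met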;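 note: 0% = median of neutral control wells and 100% = no fluorescence left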
Target sequence (P55212 24-179 limits assumed): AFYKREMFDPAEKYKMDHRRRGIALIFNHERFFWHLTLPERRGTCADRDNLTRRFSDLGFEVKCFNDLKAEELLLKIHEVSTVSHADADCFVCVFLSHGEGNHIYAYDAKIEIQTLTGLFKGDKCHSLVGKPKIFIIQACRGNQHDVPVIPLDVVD
Target sequence (P55212 194-293 limits assumed): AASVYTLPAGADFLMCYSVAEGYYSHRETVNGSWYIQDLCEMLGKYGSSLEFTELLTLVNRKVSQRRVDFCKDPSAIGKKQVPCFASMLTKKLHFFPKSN
DENV2 CPE rescue: inhibitors of DENV2 cytopathic effect. CPE inhibition, % at 9.99 µM. actives 1.7% (n = 350,000). AID 651640. DENV2-infected cells, cytopathic effect rescue, plate reader; in the data active = CPE inhibition above about 20%, passing the limit was not always enough; inconclusive = no clear call, values can overlap the other calls; tested in BHK-21 cells;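 note: 0% = median of neutral control wells and 100% = median of positive control wells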
Numbers without * were called inactive; ? = inconclusive; · = no result given; & = joins results of further samples; [ ] = another dose, or the depositor's remark. Hits appear at their usual frequency; any-hit rate near 4%.

SMILES	ERAP1 inh	CFTR F508del cor	SIRT5 block	ERp5 block	miR122 inh	Casp6 inh	DENV2 CPE rescue
COc1ccccc1C(=O)NNC(=O)c1cccc(Br)c1	2	-1.3	-1	7	6	0	9
CCCN(CCC)CCCn1c(=O)[nH]c2ccccc21	0	1.7	-2	-2	-2	-3	1
CCOCCCNCc1cn(-c2ccc(F)cc2F)nc1-c1ccccc1C	3	3.0	1	0	·	-3	2
CCN1CCCC1CNC(=S)Nc1ccc(C(C)=O)cc1 (stereo not drawn)	-2	-0.8	-5	1	·	-24	-1
O=C1NCCN(CC2CCN(CCc3ccccc3)CC2)C1=O	-2	-0.5	0	-3	-1	23	9
CCOC(=O)C1=C(C)c2ccccc2OC1(C(=O)OCC)C(C)C (stereo not drawn)	·	-4.4	-6	4	-4	-2	-2
Cn1ccsc1=NC(=O)c1cccc(OC(F)F)c1	-2	-0.6	4	2	-5	0	-2
COc1ccc(CNC(=O)c2ccc(NC(=O)C3=CSCCO3)cc2)cc1	1	-1.2	-2	7	3	-3	3
O=C(CCc1nc(-c2ccccc2)no1)NCc1cccnc1	4	-3.0	1	6	3	-7	1
CC(C)NC(=O)/C=C/C(=O)O	0	-3.8	8	-5	·	0	0
Cn1c(CNC(=O)c2ccccc2F)nnc1SCC(=O)Nc1nnc(C2CC2)s1	-4	-3.1	-1	3	-9	-3	7
COc1ccc(N2C(=O)C3CCCN3C2c2ccccc2OC)cc1 (stereo not drawn)	0	0.5	0	-3	4	0	-6
C[C@@H]1CN([C@H](C)CO)C(=O)c2cccc(NC(=O)C3CCCCC3)c2O[C@@H]1CN(C)C(=O)Nc1ccc(F)cc1	0	-0.1	3	-5	-8[16.7 µM]	1	-8
CN1C(=O)c2cc(NC(=O)c3ccc(F)c(F)c3)ccc2OC[C@H]2O[C@@H](CC(=O)N[C@H]3CCN(Cc4ccccc4)C3)CC[C@H]21	-4	·	7	1	·	-3	-3
O=C(COC(=O)c1ccc(F)cc1F)NCCNC(=O)COC(=O)c1ccc(F)cc1F	-1	0.8	0	9	2	-2	-9
O=C(CN1C(=O)NC2(CCCC2)C1=O)OCCOc1ccc(Br)cc1	-4	0.2	-2	-5	-7	5	6
CO[C@@H]1CN(C)C(=O)c2cc(NC(C)=O)ccc2OC[C@H](C)N(Cc2ccc(F)cc2)C[C@@H]1C	-1	-1.9	-3	11	1[16.7 µM]	2	1
COc1cccc(NC(=O)C(c2ccccc2)N2CCN(CC(=O)N3CCOCC3)CC2)c1 (stereo not drawn)	0	-2.3	-2	1	2	-3	-1
CCn1nc(C(=O)Nc2ccccc2N2CCCC2)c2ccccc2c1=O	3	-2.8	-4	8	·	-2	?
CC(C)(C#CC(O)(c1ccccc1)c1ccccc1)N1CCCCC1	-3	2.8	1	2	2	1	-3
CCS(=O)(=O)NCC[C@@H]1CC[C@@H](NS(=O)(=O)c2cccc(Cl)c2)[C@@H](CO)O1	7	0.5	-7	2	-2[16.7 µM]	4	13
O=C(NCC1CCCO1)c1ccc(NC(=O)c2cccc(Cl)c2)cc1 (stereo not drawn)	·	0.8	·	0	·	-3	-2
Cc1ccc(C)c(OCC(=O)NNC(=O)CSC(=S)N2CCCC2)c1	1	-0.5	-4	-2	-3	6	-7
Cc1ccc(OCc2n[nH]c(=S)n2-c2ccccc2)cc1	2	1.1	-2	3	·	0	17
C[C@@H]1CN([C@@H](C)CO)S(=O)(=O)c2ccc(/C=C/c3ccccc3)cc2O[C@@H]1CN(C)C(=O)Nc1ccc(F)cc1	1	1.1	17*	-1	-12[16.7 µM]	0	5

(list continues)
SMILES	ERAP1 inh	CFTR F508del cor	SIRT5 block	ERp5 block	miR122 inh	Casp6 inh	DENV2 CPE rescue
CC(C)(C)c1ccc(-c2noc(C(=O)NN)n2)cc1	-1	-0.3	-2	5	-2	-2	5
C[C@@H]1CN([C@H](C)CO)C(=O)CCCn2nncc2CO[C@H]1CN(C)Cc1ccc(O)cc1	-1	-0.3&-1.0&0.7	0&-1	0&1	-7	-7&-1	12&-1
COc1cc(OC)cc(C(=O)NCC(=O)Nc2ccc(OC)c(Cl)c2)c1	3	0.2	9	-2	-3	2	4
CC(C)C[C@@H](CO)N1CCN(C)CCC1=O	-2	4.3	-1	-14	-9	-9	-14
C[C@@H]1CCCCO[C@@H](CN(C)C(=O)Cc2ccccc2)[C@H](C)CN([C@H](C)CO)C(=O)c2cc(NC(=O)C3CCCCC3)ccc2O1	·	0.1	·	·	2[16.7 µM]	·	-3
COc1cc(C=O)ccc1OCc1ccncc1	-4	0.0	-9	1	·	0	-2
C[C@H]1CN([C@@H](C)CO)C(=O)c2cc(NC(=O)Cc3cn(C)c4ccccc34)ccc2O[C@@H]1CN(C)C(=O)Nc1ccc(F)cc1	0	0.6	0	9	-1[16.7 µM]	0	-3
C[C@H](CO)N1C[C@H](C)[C@@H](CN(C)Cc2ccccc2)Oc2ncc(C3=CCCC3)cc2C1=O	1	-2.0	3	5	9[16.7 µM]	6	11
COc1cccc(CN2CCN(C3CCOCC3)CC2CCO)c1 (stereo not drawn)	1	-1.6	-3	1	1	-6	-2
COc1ncnc2c1ncn2CCCNCCN1CCOCC1	0	-0.8	4	0	-1	7	11
COc1cccc(S(=O)(=O)N2CC[C@@H]3[C@H]2c2cc(C#Cc4cccnc4)ccc2N(C)[C@H]3CO)c1	·	2.4	0	4	15[16.7 µM]	·	-12
CC1CN(C(=O)C(C)N2CCN(c3ccccc3Cl)CC2)CC(C)O1 (stereo not drawn)	-2	-0.9	0	3	·	-3	-5
Cc1cccc(SC2CCN(Cc3nc(CC4CC4)no3)CC2)c1	-3	2.3	-3	1	·	-3	0
COc1ccc(OCCOC(=O)CN2C(=O)NC3(CCCC3)C2=O)cc1	1	2.1	-7	-1	0	3	?
COc1ccc(-c2ccccc2[C@H]2[C@@H](C#N)N(C(=O)NC3CCCCC3)[C@H]2CO)cc1	0	1.5	4	-2	·	-2	-5
CCOC(=O)c1c[nH]c2c([N+](=O)[O-])cc(OC)cc2c1=O	5	0.1	12	-1	·	7	0
O=[N+]([O-])c1ccc(Nc2ccccc2F)nc1	9	1.4	1	3	·	-1	-4
CC1=C2[C@@H](c3ccccc3)OB(O)C[C@@H]2n2c(=O)n(-c3ccccc3)c(=O)n2C1	3	-1.7	2	2	·	-1	-12
CC(=O)Nc1ccc(S(=O)(=O)Nc2nc3ccccc3nc2Nc2ccc(C(=O)O)c(O)c2)cc1	12	-1.2	47*	3	·	73*	14
CN1CCN(CC(=O)Nc2cccc([N+](=O)[O-])c2)CC1	-2	-1.9	-1	-9	-2	-3	-4
O=C(O)c1cc([N+](=O)[O-])ccc1NCCCc1ccccc1	2	2.2	-2	0	2	6	-3
C[C@H]1CN([C@@H](C)CO)C(=O)c2cccc(NS(=O)(=O)c3cn(C)cn3)c2O[C@@H]1CN(C)Cc1ccc(Oc2ccccc2)cc1	1	-1.4	-1	0	-3[16.7 µM]	-1	0
O=C(Cc1ccccc1Cl)Nc1cccnc1	-4	-0.4	6	6	·	7	0
COc1cc(N)c(Cl)cc1C(=O)OCC(=O)N1CCCCCC1	-5	1.2	0	-6	·	0	2
Cc1ccc(N(C(=O)c2csnn2)C(C(=O)NC(C)(C)C)c2cccnc2)cc1C (stereo not drawn)	3	-3.2	-1	1	2	-6	-4

Other results.
SMILES	ERAP1 inh	CFTR F508del cor	SIRT5 block	ERp5 block	miR122 inh	Casp6 inh	DENV2 CPE rescue
C[C@@H]1CN([C@H](C)CO)S(=O)(=O)c2ccc(-c3ccc(C#N)cc3)cc2O[C@@H]1CN(C)Cc1cccc(F)c1	4	5.8	13	4	13[16.7 µM]	-2	-4
CCN1/C(=C/C=C2/SC(=Nc3cccc4ncccc34)N(C)C2=O)Sc2ccccc21	-1	0.1	0	3	5	-4	-1
O=C1OCCC1=COCCOC=C1CCOC1=O	-5	0.1	-17	1	-5	·	-6
CCC1CC(CSC(=N)N)OC1=O (stereo not drawn)	·	1.6	-9	0	-5	-2	-3
O=C(CCNC(=O)C1CCN(S(=O)(=O)c2ccccc2)CC1)NCc1ccc(Cl)cc1	0	-0.9	-2	-12	3	-1	1
Oc1ccccc1N=N/C(=N/Nc1ccccc1O)c1ccccc1	0	0.6	-4	1	-8	-3	?
CNC[C@@H]1OCCCC[C@@H](C)Oc2ccc(NS(=O)(=O)c3c(C)noc3C)cc2C(=O)N([C@@H](C)CO)C[C@H]1C	·	-2.0	·	·	0[16.7 µM]	·	29*
Cc1ccc(N2NC(=O)/C(=C/c3ccc(-c4ccc(Cl)c(C(=O)O)c4)o3)C2=O)cc1C	0	2.2	1	-7	-2	3	-3
O=C(NC1CCCC1)N1CC(=O)N2[C@H](CO)[C@H](c3ccc(/C=C/c4ccccc4)cc3)[C@@H]2C1	3	-0.1	-3	2	·	0	-4
CCCCNC(=O)c1nc(C2CCN(S(=O)(=O)c3cccc(C(F)(F)F)c3)CC2)oc1-c1cccc(C(F)(F)F)c1	-1	2.9	-7	2	-2	-2	-10
Fc1ccc(-c2ccc(C3[C@@H]4CN(Cc5cccc(F)c5)C[C@H]3N4)cc2)cc1 (stereo partly drawn)	-1&-3	2.6&-3.2	-5&-1	1&1	·	2&0	3&0
CC1(C(=O)Nc2cccc3ncccc23)CCN1C(=O)C1(c2ccccc2)CC1 (stereo not drawn)	5	2.2	-3	-10	-2	1	15
CO[C@@H]1CN(C)C(=O)c2ccc(NC(C)=O)cc2OC[C@H](C)N(C(=O)c2ccncc2)C[C@H]1C	2	3.0	-2	0	21[16.7 µM]	·	-3
O=C(CC1CC1)N1CC(=O)N2[C@H](C1)[C@@H](c1ccc(-c3cccnc3)cc1)[C@@H]2CO	0	-3.1	-6	2	·	4	-7
CCN(Cc1ccc(N(C)C)cc1)C(C)C(=O)Nc1ccc(S(=O)(=O)N2CCCC2)cc1 (stereo not drawn)	-1	0.6	2	1	4	0	7
O=C(Nc1ccc2c(c1)OCO2)O[C@@H]1C[C@H]2CCC(=O)N3CC[C@@H](C1)[C@@H]23	-1	-1.6	·	-1	-5	0	-16
CCOC(=O)c1c(S(=O)(=O)Nc2ccc(F)cc2Cl)c(C)n(C)c1C	4	-0.5	-10	3	87	-2	1
CC(C)C(N)c1csc(NC(=O)Nc2cccc(C(F)(F)F)c2)n1 (stereo not drawn)	-3	-0.4	·	-2	-2	-6	-4
C[C@@H]1CCCCO[C@@H](CN(C)C(=O)Nc2ccccc2)[C@@H](C)CN([C@H](C)CO)C(=O)c2cc(N(C)C)ccc2O1	2&0&-2	1.7&0.9&2.7	2&2&1	-2&0&6	-4	0&-1&4	-12&-1&-3
CO[C@H]1CN(C)C(=O)c2ccc(NC(=O)Nc3cc(F)ccc3F)cc2OC[C@H](C)NC[C@@H]1C	2	-2.5	0	·	·	-5	-1
CC(C)CC(=O)NC(=S)Nc1ccc(N2CCOCC2)c(Cl)c1	0	-0.4	·	1	·	-1	7
COc1cc(-n2c(C)nc3cc(C(=O)O)ccc32)cc(OC)c1OC	-2	3.0	2	1	-4	·	-2
Cc1scc(C(=O)NNC(=S)NC(C)c2ccccc2)c1C (stereo not drawn)	-1	·	3	2	·	0	0
COc1ccc(C(=O)C[n+]2ccc3ccccc3c2C)cc1	-1	5.2	-1	10	10	-4	1
CC(=O)Nc1ccc(NC(=O)c2csc([C@@H]3O[C@H](CO)[C@H](O)[C@H](O)[C@H]3O)n2)cc1	-2	-1.4	·	6	2	4	3
COC(=O)[C@H](C)NC(=O)COc1ccccc1	-1	·	-4	3	0	1	·

Single entries from the entries so far:
CO[C@@H]1CN(C)C(=O)c2ccc(NC(C)=O)cc2OC[C@H](C)N(C(=O)c2ccncc2)C[C@H]1C in CFTR F508del cor is entered as 3.0
CO[C@H]1CN(C)C(=O)c2ccc(NC(=O)Nc3cc(F)ccc3F)cc2OC[C@H](C)NC[C@@H]1C in Casp6 inh is entered as -5

Some of the entries so far, in CSV form:
compound,ERAP1 inh,CFTR F508del cor,SIRT5 block,ERp5 block,miR122 inh,Casp6 inh,DENV2 CPE rescue
CNC[C@@H]1OCCCC[C@@H](C)Oc2ccc(NS(=O)(=O)c3c(C)noc3C)cc2C(=O)N([C@@H](C)CO)C[C@H]1C,·,-2.0,·,·,0[16.7 µM],·,29*
COc1cc(-n2c(C)nc3cc(C(=O)O)ccc32)cc(OC)c1OC,-2,3.0,2,1,-4,·,-2
